Source: PubChem
HTR1E agonist: activates the human 5-HT1E serotonin receptor. P28566. CHO 5-HT1E Ga15 NFAT-bla reporter, FRET; 0% DMSO wells, 100% control agonist wells. activation, % at 6 µM. hit rate 0.69% among 65,000;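 active = activation above a set limit, the screen-wide mean activation plus 3 SD, cut at about 8.5% in these data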;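 also: 100% = positive control agonist at 1 µM giving full maximal response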
M1 antag: blocks the rat M1 muscarinic receptor response to acetylcholine. B-score at 10 µM. hit rate 3.4% among 64,000. CHO-M1 cells, Fluo-4 calcium, ACh EC80 antagonist mode; stronger effect = lower value;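 active = calcium fluorescence response, raw or row-and-column corrected B-score, differing from the plate sample mean either way at a set confidence level, mostly lower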
Target sequence (P08482 whole entry, looked up): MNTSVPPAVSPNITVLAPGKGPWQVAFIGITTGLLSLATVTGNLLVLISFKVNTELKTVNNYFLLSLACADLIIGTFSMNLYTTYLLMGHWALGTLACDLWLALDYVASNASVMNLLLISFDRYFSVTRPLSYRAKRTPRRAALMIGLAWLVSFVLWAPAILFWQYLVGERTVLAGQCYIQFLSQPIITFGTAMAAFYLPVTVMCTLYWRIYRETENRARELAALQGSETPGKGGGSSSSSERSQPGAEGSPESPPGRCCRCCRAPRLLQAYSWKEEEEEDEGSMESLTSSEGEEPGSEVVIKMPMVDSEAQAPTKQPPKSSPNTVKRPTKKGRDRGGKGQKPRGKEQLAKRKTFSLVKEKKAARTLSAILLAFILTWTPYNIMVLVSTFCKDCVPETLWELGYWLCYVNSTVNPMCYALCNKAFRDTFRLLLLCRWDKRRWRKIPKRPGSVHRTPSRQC
S1P1 ag-PAM: S1P1 (human) agonism or agonism potentiation. P21453. S1P1 CRE-bla cells, forskolin, beta-lactamase FRET, potentiator mode; S1P1 agonist co-added at EC20, 2 nM; 100% = saturating reference agonist, 0% = basal. activation, % at 9.5 µM. hit rate 0.57% among 56,000;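 active = activation above a cutoff set at the mean activation of all tested compounds plus 3 SD, cut at about 54% in these data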;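 also: forskolin at 4 µM as EC80 and the EC20 agonist is SEW2871; 100% = SEW2871 at its EC100 plus forskolin at EC80; some compounds past the cut are filed as inactive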
Target sequence (P21453 whole entry, looked up): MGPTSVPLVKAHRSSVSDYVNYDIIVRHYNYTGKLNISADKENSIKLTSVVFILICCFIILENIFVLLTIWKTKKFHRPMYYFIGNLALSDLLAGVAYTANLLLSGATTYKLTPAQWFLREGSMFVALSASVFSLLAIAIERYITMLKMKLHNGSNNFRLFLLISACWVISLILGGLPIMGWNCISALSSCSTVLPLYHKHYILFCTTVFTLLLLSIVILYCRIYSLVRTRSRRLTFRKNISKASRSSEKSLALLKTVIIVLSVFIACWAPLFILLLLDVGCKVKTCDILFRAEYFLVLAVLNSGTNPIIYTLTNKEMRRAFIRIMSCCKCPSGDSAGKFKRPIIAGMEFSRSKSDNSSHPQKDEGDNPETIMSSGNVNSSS
5HT1E antag: 5-HT1E (human) receptor antagonism | hit rate 0.99% among 65,000 | AID 571 | CHO 5-HT1E Ga15 NFAT-bla reporter, FRET, antagonist | inhibition, % at 6 µM | P28566;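 active = inhibition above a set limit, the mean inhibition across every tested compound plus 3 SD, cut at about 29% in these data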;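 also: signal is the 460 over 535 nm emission ratio of beta-lactamase substrate; 0% = agonist plus DMSO wells and 100% = wells without agonist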
S1P3 agonist: activates the human S1P3 receptor. Q99500. S1P3 NFAT-BLA reporter cells, agonism, FRET ratio; relative to 1 µM S1P, basal subtracted. activation, % at 4.5 µM. hit rate 0.1% among 60,000. AID 373;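 active = activation above the screen-wide mean plus 3 SD, cut at about 4.5% in these data, passing the limit was not always enough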; also: some compounds called inactive have numbers as strong as hits
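Benchmarks: high control 1 µM S1P / System: stable CHO line with human S1P3, Gα16, NFAT-BLA reporter / Dosing: single compound concentration, 4.5 µM final / Timing: 4 h compound at 37 °C, 2 h substrate at RT / Measured by: FRET β-lactamase substrate fluorescence, excitation 405 nm, 460/535 nm emission ratio, background-subtracted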
5HT1a ag: 5-HT1a (human) receptor agonism. AID 567. P08908. activation, % at 10 µM. CHO 5-HT1a Ga15 NFAT-bla reporter, FRET ratio; 0% basal, 100% maximal reference agonist. hit rate 0.56% among 65,000;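 active = activation above the screen-wide mean activation plus 3 SD, cut at about 19% in these data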;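 also: 0% = DMSO wells and 100% = 5-CT at EC100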
5-HT1A blocker: 5-HT1a (human) receptor antagonism; P08908; CHO 5-HT1a Ga15 NFAT-bla reporter, antagonist mode; inhibition, % at 10 µM; hit rate 0.68% among 62,000; AID 612;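 active = inhibition above the mean of all tested compounds plus 3 SD, cut at about 43% in these data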;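 also: receptor stimulated by 5-CT agonist at 100 nM near EC80; beta-lactamase reporter measured by ratiometric fluorescence of a cleavable substrate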
M1 agonist: M1 muscarinic receptor agonism; CHO-M1 cells, Fluo-4 calcium fluorescence, agonist mode; stronger effect = higher value; B-score at 10 µM; hit rate 3% among 64,000; AID 626;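 active = fluorescence rise, raw or as B-score row- and column-corrected plate score, outside the 99.7% band of its plate's samples, either direction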
Jurkat viability: cytotoxicity toward Jurkat cells; inhibition, % at 4 µM; Jurkat E6.1 viability, ATP luminescence, 48 h; hit rate 1.2% among 56,000;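 active = inhibition above the mean inhibition of all tested compounds plus 3 SD, cut at about 28% in these data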
Active calls of the source: *; x = no result given.

Each structure is followed by: M1 antag, 5-HT1A blocker, 5HT1E antag, M1 agonist, S1P3 agonist, 5HT1a ag, HTR1E agonist, Jurkat viability, S1P1 ag-PAM
O=C(Nc1nc(-c2cccs2)cs1)c1cccc(S(=O)(=O)N2CCCCCC2)c1
 : -0.23, 18, 11, -0.046, -0.7, -3.8, -0.1, 7, 2
O=C1CN(C(=O)c2ccccc2F)c2ccccc2N1
 : 0.54, -8, 1, 0.29, -0.1, -1.6, -0.5, -5, -12
CCSc1nnc2c(n1)OC=Nc1ccc(Br)cc1-2
 : -0.46, 4, -9, 0.81, -0.3, -1.8, 0.1, 4, -10
CCCS(=O)(=O)N1CCC(C(=O)NC2CCC(C)CC2)CC1 (configuration not stated)
 : -0.18, -5, 3, 0.79, -0.1, -4.6, -0.4, -4, -21
COCCNC(=O)CSc1nc2ccccc2c2nc(C)nn12
 : -1.5, -23, 6, 1.7, 0.3, -0.5, -0.7, -5, -42
CCOc1ccc(-n2ccnc2SCC(=O)NCc2ccc3c(c2)OCO3)cc1
 : -0.7, 6, 0, 1.3, -0.7, -1.8, -0.1, 7, 9
CC(C)N(Cc1nc(-c2ccccc2)no1)S(=O)(=O)c1ccccc1
 : -0.46, 12, 1, -0.25, -0.9, -0.4, 0.8, 9, -24
CN(C)c1ccc(/C=C/C(O)=C2/C(=O)N(C)C3(C)CC2c2ccccc2O3)cc1 (configuration not stated)
 : 0.17, 54*, 53*, 28*, -0.9, 12, 3.1, 12, -6
CN(C1CCCCC1)S(=O)(=O)c1ccc(-n2cnnn2)cc1
 : -2.1*, 6, 17, 0.81, 0.0, -2.5, -0.1, 0, 13
CC1(C)C(=O)OC(c2c(F)c(F)c(F)c(F)c2F)C2(CCCCC2)C1=O (configuration not stated)
 : 0.74, -6, -8, 0, -0.9, -3.2, 1.3, -2, -25
O=C(NCc1cccs1)c1noc2c1CCCCC2
 : 0.0031, -12, 0, -0.16, -1.4, -3.2, 0.9, 16, 7
CCN1CCCC1CN=Cc1c(O)n(-c2ccccc2)c(=O)c2ccccc12 (configuration not stated)
 : 0.19, -10, -5, 5.7*, -0.5, 0.9, 1.4, -4, -6
CCc1nnc(NC2=NCCC2)s1
 : -0.88, 10, 9, -0.39, -1.5, -0.6, -1.4, -2, 0
CC(C)(Oc1ccc(Cl)cc1)C(=O)NC1CCSC1=O (configuration not stated)
 : -0.32, -6, 0, 1.2, -1.0, 0.0, -0.8, -1, 4
NC(=O)c1c(NC(=O)c2cccs2)sc2c1CCCCCC2
 : -0.023, -3, -15, 0.63, 0.2, 0.0, 11*, -3, 12
O=C(CSc1nnc(COc2ccccc2)n1Cc1ccco1)Nc1ccc2c(c1)OCCO2
 : -0.031, 7, 9, 0.23, -0.7, -2.5, 0.8, -5, -30
Cc1csc(Sc2nc3c(c(=O)[nH]c(=O)n3C)n2Cc2ccccc2Cl)n1
 : -0.0035, -6, 7, -0.19, -0.9, 0.9, -0.4, 7, 20
OCc1nc2ccccc2n1CCCOc1ccc(Br)cc1
 : 0.031, 15, 7, 1.2, -0.6, -0.7, -0.8, 4, x
CCOC(=O)c1ccccc1NC(=O)CSc1nnc(COc2ccccc2C)n1C
 : -0.52, 16, 12, 0.63, -0.7, -1.0, -0.8, 7, -6
CCc1ccccc1NC(=O)CSc1nnc([C@H](CCSC)NC(=O)OC(C)(C)C)o1
 : -0.6, 3, -9, 0.89, x, -0.1, 0.9, x, x
CCCc1ccc(-c2ccc(F)c(N)c2)nc1
 : -1, 17, 13, -1, -1.4, 1.3, 0.2, 60*, -12
Cc1cc(N2CCCC2=O)cc(C)c1CN1C(=O)c2ccccc2C1=O
 : -0.034, -8, 3, -1.5, -1.0, -0.1, 1.8, 1, x
CN1C(=O)CSc2ccc(NC(=O)N3CCc4ccccc43)cc21
 : -0.66, -14, -6, 2.8*, 1.7, 0.8, -0.7, 1, -10
CCOC(=O)c1oc2cc(OCC(N)=O)ccc2c(=O)c1-c1ccc(OC)c(OC)c1
 : 0.66, 7, 0, 0.31, -1.1, -0.2, 0.2, 3, x
Cc1ccc(-n2ncc(C(=O)N3CCc4ccccc4C3)c2NC(=O)c2ccco2)cc1C
 : 0.27, -9, -3, -0.59, -0.9, -1.0, -0.2, 3, 18
N#Cc1nc(-c2ccco2)oc1N1CCCC1
 : 0.39, 3, -3, -1, -0.9, -2.5, -1.0, -6, -18
CCn1c(C)nc2cc(-c3nc4n(n3)Cc3ccccc3-4)ccc21
 : 0.14, -3, 14, 1, 0.3, 0.8, 0.4, 62*, -44
O=C(OCC#CCSc1nnc(-c2cccc3ccccc23)o1)c1cccs1
 : -1.1, -2, 1, 18*, -1.4, -0.3, -0.2, 10, -5
Cc1ccccc1NC(=O)c1ccc(F)c(S(=O)(=O)N2CCN(c3ccccn3)CC2)c1
 : 0.041, -8, 0, -1.6, 1.0, -1.9, -0.9, 7, 22
CCN(CC)S(=O)(=O)c1ccc(-c2nnc(SCC(=O)N3CCOCC3)o2)cc1
 : 1.1, -8, -9, -0.25, -0.5, -2.1, 0.2, 2, -16
COc1ccc2c(c1)c(CCN1C(=O)c3ccccc3C1=O)cn2C(=O)c1ccco1
 : 0.021, 8, 7, 1.2, -0.9, -0.1, -0.3, 1, -6
CC1(C(=O)O)CCC(C(=O)Nc2ccc(S(N)(=O)=O)cc2)C1(C)C (configuration not stated)
 : 0.94, -8, 12, -1.2, -1.2, -2.2, 0.1, 8, -11
Cc1ccc(C(=O)NCCN2CCOCC2)cc1Cl
 : -0.42, -9, -14, 0.45, -0.5, -1.9, -0.6, 0, -12
O=C(NC(Cc1ccccc1)C(=O)O)c1ccc(S(=O)(=O)N2CCOCC2)cc1 (configuration not stated)
 : 1.4, -4, 11, 0.93, -0.7, -1.4, -0.7, 2, 17
CC1=C(C(=O)OC(C)C)C(c2cccc(F)c2)N2C(=O)C(C)SC2=N1 (configuration not stated)
 : -0.1, -5, 10, 1.1, 2.2, 0.2, -0.5, -5, 7
Cc1cc(/N=C/C=C2\N(C)c3ccccc3C2(C)C)n(CCC#N)n1
 : -1.8, -11, -9, 0.0058, -0.3, -0.3, 0.9, -1, 7
CCN(CC)c1ccc(/C=N/n2nnnc2N)c(O)c1
 : -0.45, 6, 21, 1.1, -1.3, 1.2, 0.0, 13, -4
CC(C)(C)c1nnc2sc(SC/C(O)=C(\C#N)c3nc4ccccc4[nH]3)nn2c1=O
 : 0.23, -6, -10, 0.23, -0.5, -0.4, -0.6, -7, 4
O=C(CSc1nc2cc(Cl)ccc2s1)c1ccco1
 : 0.73, 5, -4, -0.54, x, -2.3, -0.5, x, x
COCC(=O)Nc1nc2ccc(S(C)(=O)=O)cc2s1
 : -0.00087, -1, 4, 0.24, -0.4, -6.5, -1.2, -10, -11
Cc1ccc(NC2=NCC(=O)N2Cc2ccc3c(c2)OCO3)cc1
 : 0.2, -3, -1, -0.0004, 0.4, 0.1, 0.1, -1, 0
CC(=O)c1cccc(NC(=O)N2CCCC2C(=O)Nc2c(C)cccc2C)c1 (configuration not stated)
 : -0.25, 0, -3, 0.31, x, -1.4, 1.1, x, x
COc1cccc(NC(=O)c2ccco2)c1
 : -1.6, 7, 27, -0.36, -0.3, -0.6, 0.3, 9, 12
CC(SCCc1ccccn1)C(=O)O (configuration not stated)
 : 0.085, -3, -17, 0.56, -0.3, -3.2, 0.3, -2, -19
O=C(CN1C(=O)c2ccccc2C1=O)NCC1CCCO1 (configuration not stated)
 : -0.009, -1, -1, -0.22, -0.8, -1.9, 1.1, 6, 0
Clc1ccccc1OCCn1cnc2ccccc21
 : 0.33, 7, 0, -0.42, 0.7, -3.7, -0.5, 6, x
Cc1ccc(S(=O)(=O)N2CCOCC(=O)NCCOCCNC(=O)COCC2)cc1
 : -0.83, 4, -6, 1.8, -0.4, -0.9, -0.2, -1, -2
C/C(CC1(O)/C(=N/O)CCc2nonc21)=N\O (configuration not stated)
 : 0.52, -22, -21, -0.42, 0.5, 0.7, 1.1, -2, -23
Cc1ccc(-c2nnc3sc(-c4ccncc4)nn23)cc1
 : -0.67, -24, 0, -0.14, -0.2, 2.4, 0.9, -4, -15
COc1ccc(-c2nnc(SCC(=O)c3ccco3)n2-c2ccccc2)cc1
 : 0.87, -1, -1, -0.043, -0.5, -4.2, -0.3, 1, -5
Cc1cc(C)c2cc(CN(Cc3nnnn3C3CCCCC3)CC3CCCO3)c(=O)[nH]c2c1 (configuration not stated)
 : -0.0083, 5, 7, -1.1, -1.1, 1.3, 0.3, 5, 9
CCCC(=O)Nc1ccc(Cl)c(NC(=O)CC)c1
 : 0.42, 0, 7, 0.18, 0.3, 0.8, 0.2, 4, 1
Cc1ccc(S(=O)(=O)Cn2nnnc2CN2CCCC3(CCCCC3)C2)cc1
 : -0.22, -9, -9, -0.044, 0.5, -1.1, 0.4, 0, 15
CCOC(=O)c1ccc(NC(=O)NC2CCN(CC(=O)NCc3ccc4c(c3)OCO4)CC2)cc1
 : 0.0096, -15, 0, 0.5, -0.4, 11, 1.5, -7, -8
COCCNC(=O)c1ccc(CS(=O)(=O)c2ccc(OC)cc2)o1
 : 0.061, -15, 8, 0.098, 0.2, -0.7, -0.2, -8, -9
O=C(c1ccc2c(c1)OCO2)N1CCN(c2ccccc2)CC1
 : 0.024, -2, 3, -0.15, 0.1, -2.7, 0.4, -5, -4
COc1ccc(NC(=O)CSc2nnc(CNC(=O)c3ccco3)o2)c(OC)c1
 : -0.06, 7, -2, -0.62, x, -0.7, 0.8, x, x
c1ccc(Nc2cc(Nc3ccccc3)[nH]n2)cc1
 : 0.18, -6, -17, 0.91, 0.9, -1.4, 1.4, -1, -7
CCCC(=O)OCCn1c(Br)nc2c1c(=O)[nH]c(=O)n2C
 : 0.55, 4, 4, 0.39, 0.6, 0.0, 1.3, -10, 14
COC(=O)c1sccc1NC(=O)c1ccc(OC)cc1
 : -0.88, 17, 14, -0.51, -0.8, 0.0, -0.4, 0, -19

Additional results
Each structure is followed by: M1 antag, 5-HT1A blocker, 5HT1E antag, M1 agonist, S1P3 agonist, 5HT1a ag, HTR1E agonist, Jurkat viability, S1P1 ag-PAM
Cc1ccc2nc3c(cc(C(=O)NCc4ccccc4)c(=N)n3CCCn3ccnc3)c(=O)n2c1
 : -4.2*, -33, -18, 0.18, 3.6, 15, 3.1, 6, -431
C=C(C)c1cccc(C(C)(C)NC(=O)N2CCN(CC)CC2)c1
 : -0.73, -2, -3, -0.12, -0.6, 0.0, 0.3, -4, x
COC(=O)c1ccc(Cn2cnc3c(cnn3-c3ccc(Cl)cc3)c2=O)o1
 : -0.039, 0, 7, 2.8, -1.3, -2.0, 0.0, 0, -25
O=C(Nc1ccc(N2CCN(C(=O)c3ccc(Cl)cc3)CC2)cc1)c1ccc(Br)o1
 : -0.34, 38, 12, -0.54, -2.2, -1.4, -1.8, 17, 15
CCN=C1SC(CC(=O)Nc2ccc(C(F)(F)F)cc2)C(=O)N1CC (configuration not stated)
 : -2.9*, -3, -24, 12*, -1.6, 0.2, -0.3, 10, -16
CCOC(=O)c1ccc(Oc2nc(NC(C)(C)C)nc(N(C)C)n2)cc1
 : -0.3, 6, -5, 0.74, x, 4.2, 1.4, x, x
CN(C)C(CNS(=O)(=O)c1ccc(Br)cc1)c1cccnc1 (configuration not stated)
 : -0.7, -5, -2, 0.11, x, 0.8, -1.0, x, x
Cc1ccc(C)c(OCC(O)CN2CCCCC2C)c1 (configuration not stated)
 : 0.37, 9, 2, 0.48, -0.7, -2.8, 0.5, -2, -21
COC(=O)Nc1nn(Cc2ccccc2F)cc1Br
 : x, -3, -2, x, -0.3, -2.5, -0.5, -5, -7
